Peg3 imprint = induces erasure of genomic imprints in mouse ES cells; mouse ES Peg3-LacZ reporter, beta-gal luminescence, 40 h; Potency, µM (highest dose often 60.7 µM), for the others: at the highest dose activity change, positive = activation, actives largely listed as activators; 0.02% of 110,000 active; AID 1948;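 also: 0% = negative control wells on the plate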
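Imprint erasure is scored as LacZ activity from the silenced maternal Peg3 allele in feeder-free female ES cells cultured 40 h with LIF. Luminescence is normalized to in-plate negative controls and fitted to the Hill equation.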
IkB signaling = inhibitors of IkB signaling in ABC-DLBCL cells | ABC-DLBCL IkBa-CBG/CBR dual luciferase ratio, 4 h; response scale: scaled: untreated 0%, proteasome inhibitor 100% | Potency, µM (top dose mostly 57.1 µM), for the others: at the top dose IkBa stabilization activation | 0.04% of 110,000 active; active = well fitted curve in the direction sought with a large enough effect in the signal ratio, not every such curve was filed as active; inconclusive = small, poorly fitted or top-dose-only effect, or a change in a side signal; the % refers to the signal ratio;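 also: the direction sought is a rising ratio; 0% = basal untreated cells and 100% = reference inhibitor full response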
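In this assay, an IκBα–CBG68 fusion accumulates when IKK-driven degradation is blocked; native CBR normalizes for cell number. OCI-Ly3 cells were treated 4 h with compound and doxycycline, then green and red light read after Chroma-Glo addition.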
p53ts 39C kill = p53ts cell cytotoxicity, nonpermissive temperature. Potency, µM (top dose mostly 46.1 µM), inactives show at the top dose activity change, negative = cell killing, hits mostly cytotoxic. 1.5% of 130,000 active. H1299-p53A138V viability at 39C, ATP luminescence, 24 h; also: nearly all actives have a fitted effect of over 55% in size
p53ts 32C kill = cytotoxicity in p53ts cells at permissive temperature; 0.93% of 130,000 active; H1299-p53A138V at 32C, ATP luminescence viability, 24 h; Potency, µM (titrated, usually from 46.1 µM), without a hit: at the top dose activity change, negative = cytotoxicity, hits mostly cytotoxic;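 also: 0% = DMSO and -100% = full killing by reference compound; nearly all actives have a fitted effect of over 55% in size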
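Cells: H1299 p53ts (A138V), 600/well, pre-incubated 16–30 h at 37C. Cpd up to 46 uM, 24 h, 32C. Readout: ATPlite luminescence, 20 min RT. Normalization: DMSO vs tamoxifen 100 uM. AC50 by Hill equation.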
* marks the source's active call; other numbers are inactive results; ? = inconclusive; . = not tested or not shown; & = joins results of further samples; [ ] = another dose, or the depositor's remark. Unless noted, calls follow the shape of the dose curve; as a rule, active = well fitted curve in the direction sought with a large enough effect; inconclusive = small, poorly fitted or top-dose-only effect, or another doubt; inactive = no such curve, though single readings can be large; an effect the other way counts as inactive or inconclusive. Unless noted, % is scaled to controls: 0 for no effect and ±100 for the full control effect; potency is read from the fitted curve at half-maximal effect.

Start of the data: the first 3 records (preview)
Second line of a record: Peg3 imprint | IkB signaling | p53ts 39C kill | p53ts 32C kill
O=c1c2c3n(c(=O)nc2[nH]n1-c1ccccc1)CCCCC3
    -7% | 0.6% | -11% | -5%
Cc1ccc(N(CC(C)C)S(=O)(=O)c2nnc(NC(=O)C(C)C)s2)cc1
    -9%[10.9 µM] | -3.6% | -29% | -17%
O=C(/C=C/Nc1ccc(S(=O)(=O)Nc2ncccn2)cc1)c1ccc(Cl)c(Cl)c1
    . | . | 40% | -4%

The listing, from the first entry:
Second line of a record: Peg3 imprint | IkB signaling | p53ts 39C kill | p53ts 32C kill
O=c1c2c3n(c(=O)nc2[nH]n1-c1ccccc1)CCCCC3
    -7% | 0.6% | -11% | -5%
Cc1ccc(N(CC(C)C)S(=O)(=O)c2nnc(NC(=O)C(C)C)s2)cc1
    -9%[10.9 µM] | -3.6% | -29% | -17%
O=C(/C=C/Nc1ccc(S(=O)(=O)Nc2ncccn2)cc1)c1ccc(Cl)c(Cl)c1
    . | . | 40% | -4%
COc1cc(C)c(C)cc1S(=O)(=O)N1CCCCC1c1cccnc1 (stereo unspecified)
    -20% | -0.6% | 8% | 14%
CC(=O)Nc1ccccc1-c1nc2ccccc2n(C(C)C(=O)Nc2cc(Cl)ccc2C)c1=O (stereo unspecified)
    5%[10.9 µM] | -0.7% | -16% | -4%
O=C(Nc1cccc(O)c1)c1ccccc1
    -49%[inhibitor] | 6.4% | -16% | -18%
O=C(CSc1nccn1-c1ccc(F)cc1)Nc1ccc(OC(F)(F)F)cc1
    -14%[10.9 µM] | -0.9% | -26% | 6%
O=C(CC1C(=O)NCCN1C(=O)Nc1ccccc1)Nc1cccc(C(F)(F)F)c1 (stereo unspecified)
    -3% | 2.4% | -8% | 1%
Cc1ccc(F)cc1NC(=O)CSc1nc(-c2cccs2)cc(C(F)(F)F)n1
    -12%[10.9 µM] | -0.7% | -22% | -13%
Cc1ccc(NC(=O)CC(O)(C(F)(F)F)C(F)(F)F)c(Br)c1
    -6% | ? | -3% | -13%
COC(=O)[C@@]1(Cc2ccc(OC)cc2)[C@H]2c3cc(C(=O)N(C)C)n(Cc4ccc(C)o4)c3C[C@H]2CN1C(=O)c1ccccc1
    -29% | . | -5% | 11%
COC(=O)CSC1=C(C#N)C(c2ccc(C)cc2)C2=C(CCCC2=O)N1 (stereo unspecified)
    -13% | 2.6% | -1% | 6%
CCOC(=O)c1sc(NC(=O)c2nc(SCC)ncc2Cl)c(C(=O)OCC)c1C
    3%[10.9 µM] | -2.4% | 0% | 4%
O=S(=O)(O)[C@@H](CO)c1ccccc1 (tested in a mixture with another compound)
    -8%[10.9 µM] | 0.3%[11.4 µM] | -2%[9.22 µM] | 12%[9.22 µM]
O=C(COC(=O)c1cccc(S(=O)(=O)N2CCOCC2)c1)Nc1ccc2c(c1)OCO2
    -5% | 0.3% | -5% | 6%
CCOc1ccc(S(=O)(=O)Nc2cccc(-c3ccc(N4CCCC4)nn3)c2)cc1
    -12%[10.9 µM] | -1.1% | ? | -11%
CCOc1ccc2c(c1)c(=O)c(S(=O)(=O)c1ccc(CC)cc1)cn2Cc1cccc(Cl)c1
    -20%[10.9 µM] | ? | -7% | 7%
Nc1ccc2oc(-c3ccccc3Br)nc2c1
    -20%[10.9 µM] | 2.1% | 13µM* | 13µM*
COc1ccc2c(Sc3ccccc3)c(C(=O)NCc3cc(Br)ccc3OC)[nH]c2c1
    -6%[10.9 µM] | ? | -13% | -1%
Cc1ccc(C)c(N2CCN(C(=O)CN3CCSc4ccc(S(=O)(=O)N(C)C)cc43)CC2)c1
    -8%[10.9 µM] | ? | -8% | 9%
Cc1ccc(CNc2nc3nc(C)c(Cl)c(C)n3n2)cc1
    7%[10.9 µM] | -1.4% | 17% | 1%
COc1ccc(OCCSc2nc3ccccc3n2CC(=O)N2CCOCC2)cc1
    -16%[10.9 µM] | ? | -12% | -16%
O=C(CN(C(=O)C1COc2ccccc2O1)c1ccccc1)NCC1CCCO1 (stereo unspecified)
    -5% | 1.2% | 3% | 12%
Cc1ccc(OCCNC(=O)Cn2cnc3c(=O)n(C)c(=O)n(C)c32)cc1C
    . | . | 19% | -11%
COc1cccc(Nc2ncc3nc(CCc4ccccc4)c(=O)n(Cc4cccs4)c3n2)c1
    ? | 4.9%[11.4 µM] | -6% | -27%
CCOc1ccc(OC(=O)c2c(-c3ccccc3Cl)noc2C)cc1
    8%[10.9 µM] | -1.4% | -9% | 2%
CCC(Sc1nc(-c2ccccc2F)nc2c1Cc1c(CO)cnc(C)c1O2)C(=O)Nc1cc(C)ccc1C (stereo unspecified)
    -14%[10.9 µM] | -1.2% | -6% | 9%
CCN1CCN(c2cc(C)c3cc(NC(=O)c4ccc(Br)o4)ccc3n2)CC1
    -23% | -1.6% | -12% | -7%
COc1cccc(-n2nnnc2SCC(=O)Nc2cccc(NC(C)=O)c2)c1
    -12% | 0.9% | -11% | -3%
O=C(NCCOc1ccccc1)c1ncn[nH]1
    -12% | -1.8% | 7% | 5%
COC(=O)c1c(NC(=O)CN2CCOCC2)sc2c1CCC(C)C2 (stereo unspecified)
    -15% | -0.4% | ? | -9%
CC[C@@H](c1ccccc1)n1c(=O)n2n(c1=O)[C@H]1[C@H](O)[C@H]3O[C@@H]3/C(=N/OC/C=C(\C)CCC=C(C)C)[C@@H]1CC2
    . | . | -12%[9.22 µM] | 0%[9.22 µM]
COc1ccc2[nH]cc(C3N4CC5(C)CN3CC(C)(C4)C5=O)c2c1 (stereo unspecified)
    6% | 1.3% | 3% | -4%
COc1ccc(-c2cn3nc(N4CCCC(C(=O)NCc5ccc(Cl)cc5)C4)sc3n2)cc1 (stereo unspecified)
    -11%[10.9 µM] | -1.7% | -28% | -14%
CCc1nc2c(cnn2-c2ccc(C)cc2)c(=O)n1-c1ccc(C)cc1
    14%[10.9 µM] | ? | ? | 6%
CCC(C)NC(=O)c1ccc(-n2c(-c3ccccc3)cc3c2CCCC3)cc1 (stereo unspecified)
    -20%[10.9 µM] | -0.6% | -5% | 22%
CCOC(=O)N1CCC(NC(=O)C2CCCN(S(C)(=O)=O)C2)CC1 (stereo unspecified)
    -2% | -0.7% | -4% | -8%
COc1ccccc1C1C=C(c2ccccc2)Nc2nnnn21 (stereo unspecified)
    -12% | 4.5% | -11% | ?
CN1CCN(C(=O)c2ccc3c(c2)N(Cc2c(F)cccc2Cl)C(=O)c2ccccc2S3)CC1
    -7%[10.9 µM] | -0.5% | 9% | 8%
Cc1ccccc1OCCCCn1c(C2CC(=O)N(c3ccccc3Cl)C2)nc2ccccc21 (stereo unspecified)
    -11%[10.9 µM] | ? | ? | ?
CCOC(=O)c1cc(C#N)c(SCC(=O)c2cc(C#N)c(SC)nc2C)[nH]c1=O
    2% | ? | -4% | 7%
O=C1c2ccccc2C(=O)N1CCc1ccccn1
    16% | -2.5% | 14% | 11%
Cc1ccnc(NC(=O)CCC(=O)N(CC(=O)NC2CCCCC2)c2ccc3c(c2)OCO3)c1
    14% | 14% | 2% | -4%
COCCc1nn2c(=O)cc(COC(=O)c3ccc(OC)c(OC)c3)nc2s1
    -10%[10.9 µM] | -0.1% | -17% | 1%
CCOC(=O)c1ccccc1NC(=O)c1nn(-c2ccc(OC)c(Cl)c2)c(=O)c2c1c1ccccc1n2C
    23%[10.9 µM] | -2.5% | 19% | 3%
CCCC(=O)n1nc(-c2ccco2)nc1SCc1ccccc1
    7% | 8.6% | ? | ?
CCOC(=O)c1ccc(NC(=O)c2ccc3c(c2)OCO3)cc1
    -63%[inhibitor] | ? | 1% | -3%
Cc1ccc(C)c(-c2csc(-c3c(N)c(C(=O)c4ccc5c(c4)OCO5)n4ccccc34)n2)c1
    -15%[10.9 µM] | ? | -6% | 8%
CCn1c(N)c(C(=O)NCc2cccnc2)sc1=S
    2% | -1.0% | -16% | -13%
COc1ccc(OC)c(NC(=O)CN2C(=O)CCc3cc(S(=O)(=O)N4CCCCC4)ccc32)c1
    ? | 0.3% | -19% | -2%
CCOC(=O)c1ccc2ncc(C(=O)OCC)c(Nc3ccc(C)c(Br)c3)c2c1
    -18%[10.9 µM] | ? | ? | 18%
COc1ccc(C(O)c2nccn2Cc2ccccc2)cc1 (stereo unspecified)
    -19% | 0.1% | -4% | 2%
COc1cc(NC(=O)c2cccc3c2C(=O)N(Cc2cccnc2)C3)cc(OC)c1OC
    1% | -3.0% | -1% | -11%
O=C(O)CSCc1c(F)cccc1Cl
    -4% | -1.4% | -5% | -4%
COc1ccc(CCN2CCCn3c2nc2c3c(=O)n(Cc3ccccc3F)c(=O)n2C)cc1OC
    -21% | 0.3% | 0% | 3%
CCc1cc2c(-n3nc(C)cc3C)ncnc2s1
    . | . | 3% | 5%
Oc1c(C(c2ccc(F)cc2)N2CCCC2)sc2nc(-c3ccco3)nn12 (stereo unspecified)
    -10%[10.9 µM] | 1.8% | -12% | -7%
Cc1nn(CC(=O)NCc2ccc(N(C)C)cc2)c(=O)c2c(C)n(-c3ccc(Cl)cc3)nc12
    8%[10.9 µM] | ? | -8% | -1%
O=C(c1ccc2c(c1)c(=O)oc1ccccc12)N1CCCCC1
    0% | -1.2% | 6% | -7%
CC(=O)c1ccc(NC(=O)CSc2nccn2Cc2ccco2)cc1
    25%[10.9 µM] | 1.4% | -20% | 5%

Next part:
Second line of a record: Peg3 imprint | IkB signaling | p53ts 39C kill | p53ts 32C kill
O=C(CSc1nnc(-c2ccco2)n1-c1ccccc1)NCc1ccc2c(c1)OCO2
    -11% | -0.5% | 23% | 13%
CCOC(=O)c1ccccc1NC(=O)Cn1c(=O)n(-c2cccc(C)c2)c(=O)c2c1c1cc(C)ccc1n2C
    2%[10.9 µM] | ? | -4% | -2%
CCOC(=O)C1CCCN(C(=O)CCc2ccccc2)C1 (stereo unspecified)
    11% | 0.9% | 16% | -3%
O=C(CSc1nccn1-c1ccc(F)cc1)Nc1cccc2ccccc12
    -6%[10.9 µM] | ? | -15% | 9%
O=C1CNCc2[nH]c3ccccc3c2N1c1ccccc1
    -15% | 3.1% | 13% | 10%
Cc1ccc(OCC(=O)Nc2ccc3nc(SCC(=O)N4CCOCC4)sc3c2)cc1
    -8%[10.9 µM] | ? | 0% | -16%
O=C(COc1ccc2ccccc2c1Br)N1CCN(c2ccccn2)CC1
    -6% | ? | -5% | -2%
Cc1ncc(CSc2ccccc2N)c(CO)c1O
    -7%[10.9 µM] | 3.3%[11.4 µM] | 7%[9.22 µM] | 9%[9.22 µM]
CC(=O)/C(C)=N\O
    8% | 0.0%&6.9% | 8% | 4%
COc1cccc(-c2nc(-c3ccc(-c4ccccc4)nc3OC)no2)c1
    11%[10.9 µM] | -0.6% | ? | 2%
COc1cc(OC)c(Nc2cc(C)nc3ncnn23)cc1Cl
    -7%[10.9 µM] | -1.0% | -13% | -6%
COc1ccc(CCNC(=O)CN(c2ccc(OC)c(OC)c2)S(C)(=O)=O)cc1
    -9% | 2.5% | 6% | 0%
COc1ccc(C(=O)N2CCC3(CCN(C)CC3)CC2)cc1
    . | 0.9%[11.4 µM] | 3% | -7%
C=C(C)CSc1nc(N)cc(=O)[nH]1
    -3% | -0.4% | 4% | -9%
COC(=O)Cn1c(CN2CCN(c3ccc(F)cc3)CC2)nc2c1c(=O)n(C)c(=O)n2C
    -65%[inhibitor] | -0.6% | -15% | -13%
c1ccc(CNc2ncnc3nc[nH]c23)nc1
    -39%[inhibitor] | 7.6% | -7% | 7%
CCOC(=O)CCn1cnc2onc(-c3cc(OC)ccc3Cl)c2c1=O
    24%[10.9 µM] | ? | -10% | -3%
CS(=O)(=O)N1CCN(C(=O)c2cccnc2)CC1
    . | 0.3% | 10% | 1%
CCS(=O)(=O)N1CCc2cc(C(=O)NCc3ccc(OC)cc3)ccc21
    -14%[10.9 µM] | ? | 11% | -8%
CC(C)C1=CC2=CC[C@@H]3[C@](C)(CO)CCC[C@]3(C)C2CC1 (stereo partly specified)
    -20% | . | -17% | -9%
CCOC(=O)c1ccc2c(c1)N(Cc1ccc(F)cc1Cl)C(=O)c1ccccc1S2(=O)=O
    -2%[10.9 µM] | -1.1% | 14% | 8%
Cc1cccc(NC(=O)c2cnc3scc(C)n3c2=O)c1
    -13% | 2.1% | -15% | -15%
COc1ccc(NS(=O)(=O)c2cc(-c3onc(C)c3C)ccc2C)c(OC)c1
    -3%[10.9 µM] | ? | -8% | 1%
